Screens: PubChem, National Center for Advancing Translational Sciences (NCATS)
IDH1 R132H inh – blocks human mutant IDH1 R132H enzyme; O75874; AID 602179; 390,000 tested, 0.093% active; Potency, µM (highest dose often 76.6 µM), for inactives: top-dose activity change, negative = inhibition, most hits filed as inhibitors; IDH1-R132H enzyme, NADPH consumption, diaphorase/resazurin fluorescence; note: potency is the fitted concentration of half-maximal effect; % is set by controls: 0 for no effect and ±100 for the full control effect; nearly all actives have a fitted effect of over 65% in size
Target sequence (O75874 whole entry R132H, stated change not applied): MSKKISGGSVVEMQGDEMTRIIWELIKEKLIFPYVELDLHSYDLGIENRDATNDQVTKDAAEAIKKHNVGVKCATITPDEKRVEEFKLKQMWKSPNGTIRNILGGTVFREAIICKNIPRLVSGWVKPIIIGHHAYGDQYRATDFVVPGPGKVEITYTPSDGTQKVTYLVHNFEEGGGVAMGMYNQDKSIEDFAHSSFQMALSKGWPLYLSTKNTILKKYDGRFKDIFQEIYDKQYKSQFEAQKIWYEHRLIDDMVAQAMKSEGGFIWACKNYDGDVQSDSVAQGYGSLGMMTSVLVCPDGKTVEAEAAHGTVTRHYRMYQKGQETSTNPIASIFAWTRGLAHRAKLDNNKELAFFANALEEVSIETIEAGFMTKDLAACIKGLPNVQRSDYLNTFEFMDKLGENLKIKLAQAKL
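IDH1-R132H (0.5 ug/mL dispensed) in pH 7.5 Tris buffer was preincubated 30 min with compound, then given a substrate mix of 0.016 mM NADPH and 2 mM alpha-KG for 80 min at room temperature; remaining NADPH was read by diaphorase/resazurin fluorescence.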
Glioma ERSR ind – ER stress response induction in glioma; U87-MG GRP78 promoter luciferase reporter, 16 h; Potency, µM, for the others: at the top dose activation, usual class: activators; 420,000 tested, 0.02% active; AID 602332; note: potency is the fitted concentration of half-maximal effect; series mostly up to about 76 µM; % of control where 0% means no effect; nearly all actives have a fitted effect of over 35% in size
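Stably transfected U87-MG glioma cells carrying a GRP78-based luciferase sensor; 16 h compound incubation. Luminescence end-point read 10 min after Bright-Glo addition at room temperature.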
Vif-APOBEC3G blk – Vif-A3G binding inhibition; HeLa A3G-eYFP + Vif (tagged APOBEC3G with the HIV-1 protein that degrades it), YFP fluorescence, overnight; Q9HC16; Potency, µM (titrated, usually from 46.1 µM), for inactives: at the highest dose activity, negative = active, most hits filed as inhibitors; 410,000 tested, 0.076% active;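 note: potency is the fitted concentration of half-maximal effect; % is set by controls: 0 for no effect and ±100 for the full control effect; nearly all actives have a fitted effect of over 60% in size; hits raise eYFP signal because A3G escapes Vif-driven loss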
Target sequence (Q9HC16 whole entry, looked up): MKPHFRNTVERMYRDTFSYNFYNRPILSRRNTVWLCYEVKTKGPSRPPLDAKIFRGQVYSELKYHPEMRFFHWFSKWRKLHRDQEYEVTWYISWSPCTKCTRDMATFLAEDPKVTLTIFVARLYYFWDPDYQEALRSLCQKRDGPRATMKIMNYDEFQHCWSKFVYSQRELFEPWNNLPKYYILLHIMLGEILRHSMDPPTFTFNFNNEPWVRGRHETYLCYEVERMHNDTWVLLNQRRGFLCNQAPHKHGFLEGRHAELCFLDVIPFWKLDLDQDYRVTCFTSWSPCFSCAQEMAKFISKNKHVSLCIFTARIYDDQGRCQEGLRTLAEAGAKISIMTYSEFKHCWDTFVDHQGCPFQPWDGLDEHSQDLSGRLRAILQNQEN
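Read-out is eYFP fluorescence (Ex 488/Em 500-530) from Vif-expressing HeLa A3G-eYFP cells; more signal means A3G escaped Vif-mediated degradation. Cells plated overnight, compound pinned in, incubated overnight at 37 deg C.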
RXFP1 agonist – RXFP1 (human) receptor agonism; 370,000 tested, 0.3% active; Q9HBX9; HEK293T-RXFP1 cAMP TR-FRET, 30 min; response scale: percent of porcine relaxin response, buffer zero; AID 2676; Potency, µM (top dose mostly 57.5 µM), inactives show at the highest dose activation, usual class: activators; note: potency is the fitted concentration of half-maximal effect; % is set by controls: 0 for no effect and ±100 for the full control effect; nearly all actives have a fitted effect of over 60% in size; many of its hits are not listed in these tables
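HEK293T cells stably expressing RXFP1 were pretreated with the PDE4 inhibitor Ro 20174, exposed to compounds for 30 min at 37C, lysed, and cAMP was read by TR-FRET. Data normalized to buffer (basal) and 29 nM porcine relaxin (100%).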
Vif-A3F inh – Vif-A3F binding inhibition; HeLa A3F-eYFP + Vif (tagged APOBEC3F with the HIV-1 protein that degrades it), YFP fluorescence increase; 390,000 tested, 0.2% active; AID 602313; Potency, µM (highest dose often 46.1 µM), inactives show at the top dose activity, negative = active; note: potency is the fitted concentration of half-maximal effect; % of control where 0% means no effect; nearly all actives have a fitted effect of over 65% in size
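Fluorescence increase (Ex 488/Em 500-530) after overnight compound treatment at 37 deg C flags inhibition of Vif-driven A3F-eYFP loss in stable HeLa A3F-eYFP/Vif cells seeded overnight beforehand.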
TrxR1 substrate – substrates of rat thioredoxin reductase 1; O89049; purified TrxR1 substrate turnover, NADPH consumption readout; Potency, µM (series often up to 114 µM), inactives show top-dose activity change, negative = substrate turnover; 390,000 tested, 0.01% active; AID 588456; note: potency is the fitted concentration of half-maximal effect; % is set by controls: 0 for no effect and ±100 for the full control effect; nearly all actives have a fitted effect of over 50% in size
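Rat TrxR1, dispensed at 90 nM, was prereduced with 400 uM NADPH (final) for 5 min at ~22 deg C, then incubated with compound 15 min before 400 uM selenite. A first-read NADPH fluorescence drop versus no-compound background flagged substrates.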
PI4K2A block – blocks human PI4K2A kinase activity; purified PI4K2A, ADP-Glo luminescence, 1 h; active compounds read low; activity change, negative = inhibition, % at 76.9 µM; 420,000 tested, 0.13% active; Q9BTU6; AID 1346378; in the data active = activity change below about -50%; inconclusive = mostly about -30% to -49%;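 note: -100% = wells without enzyme as full effect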
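PI4K2A activity was measured by ADP-Glo luminescence: enzyme (4 ug/mL stock) and phosphatidylinositol (1.2 mM stock) in Tris pH 7.5/MgCl2/EGTA/Triton X-100 buffer were reacted with ATP (300 microM stock) for one hour at ambient temperature.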
LDHA inh – LDHA (human) enzyme inhibition. purified LDHA, NADH/diaphorase-resazurin fluorescence; active compounds read low. activity change, % (values are at about 110 or 230 µM). 480,000 tested, 0.15% active. AID 1347041; in the data active = activity change below about -30%; inconclusive = mostly about -25% to -30%;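 note: plate controls were DMSO wells for no effect and wells without enzyme for full effect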
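Human LDH5 (2 nM) was incubated with 0.06 mM NADH and 0.2 mM pyruvate for 5 min at room temperature in Tris pH 7.4. Remaining NADH was coupled through diaphorase/resazurin, and resorufin fluorescence was read at 0 and 20 min.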
USP1-UAF1 inh – blocks the human USP1/UAF1 deubiquitinase complex | AID 743255 | O94782 | recombinant USP1/UAF1, Ub-Rhodamine cleavage fluorescence | 390,000 tested, 0.23% active | Potency, µM (series often up to 57.1 µM), for inactives: at the top dose activity change, negative = inhibition, usual class: inhibitors; note: potency is the fitted concentration of half-maximal effect; % is set by controls: 0 for no effect and ±100 for the full control effect; nearly all actives have a fitted effect of over 60% in size; inactives centre near -12
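USP1/UAF1 complex at 1 nM was preincubated with compound for 15 min at room temperature, then Ub-Rho substrate (150nM final) was added. Fluorescence (480/540 nm) was read kinetically, 6 reads every 60 seconds.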
The depositor's hits bear a star; u = inconclusive; x = no result given; [ ] = another dose, or the depositor's remark. Unless noted, calls come from the whole dose curve; as a rule, active = well fitted curve in the direction sought with a large enough effect; inconclusive = small, poorly fitted or top-dose-only effect, or another doubt; inactive = no such curve, though single readings can be large; an effect the other way counts as inactive or inconclusive. The list is partial. The share of hits here may be higher or lower than overall.

compound	IDH1 R132H inh	Glioma ERSR ind	Vif-APOBEC3G blk	RXFP1 agonist	Vif-A3F inh	TrxR1 substrate	PI4K2A block	LDHA inh	USP1-UAF1 inh
COc1ccc(-c2nn(-c3ccc(F)cc3F)c3c2cnc2ccc(F)cc23)cc1	11.6%	-3.7%	-1.7%	-0.1%	2.2%	7.1%[57.1 µM]	3.5	-2.8	-26.6%
CCOC(=O)N1CCN(C(=O)c2cn(C)c3ccc(S(=O)(=O)N(CC)CC)cc3c2=O)CC1	5.6%	-6.9%	-3.2%	14.0%	-8.6%	0.8%	-2.4	-10.4	-16.3%
N=c1sccn1CC(=O)N1CCc2ccccc21	0.0%	-4.8%	4.2%	-0.8%	-2.6%	0.8%	-2.0	-1.1	-19.5%
Cc1ccc(NC(=O)CSc2ccc(-c3cccs3)nn2)cc1Cl	23.4%	-3.7%	2.0%	u	-3.7%	-1.4%	-0.4	-17.7	u
Cc1ncsc1CCC(=O)N1CCCC(Nc2ccc(F)c(F)c2)C1 (configuration not stated)	4.8%	-4.3%	0.5%	1.2%	u	-8.1%	0.8	3.0	-10.6%
COc1cccc(NC(=O)COc2cccc3c2CCNC3=O)c1	4.6%	-3.1%	4.4%	0.9%	10.1%	5.2%	-2.1	-5.5	-21.2%
O=C(/C=C/c1ccc([N+](=O)[O-])cc1)NCCSc1ccccc1	5.7%	-1.4%	-8.6%	-1.1%	2.0%	-3.1%[57.1 µM]	-3.3	-5.0	-13.0%
Cc1oc2ccc(OCc3ccccc3F)cc2c1C(=O)O	-0.3%	-1.1%	0.2%	1.2%	2.2%	1.6%	-6.8	3.4	4.5%
CN(CC(=O)Nc1ccccc1Cl)C(=O)Cn1cc(C(F)(F)F)ccc1=O	26.9%	-0.1%	-6.9%	2.6%	u	9.4%	-15.5	3.1	-8.3%
CC(C)(C)OC(=O)[C@H](Cc1ccccc1)NC(=O)c1[nH]cnc1C(=O)Nc1ccccc1F	0.7%	3.1%	-13.8%	x	-11.1%	x	-9.5	4.2	-8.2%
Cc1nc2c(ccc3nc(NC(=O)c4ccc(S(=O)(=O)N(C)C)cc4)sc32)s1	-0.8%	-1.6%	0.2%	0.5%	-4.7%	23.2%	1.1	-3.2	-23.6%
CC(C)(C)S(=O)N1Cc2cn(Cc3ccccc3)c(=O)cc2[C@@H]1CCO (some centres not stated)	-10.8%	0.3%	-1.8%	x	-1.1%	12.7%	-7.6	-6.0	-13.0%

Given with values under each structure: entries from further up.
Values run as follows: IDH1 R132H inh | Glioma ERSR ind | Vif-APOBEC3G blk | RXFP1 agonist | Vif-A3F inh | TrxR1 substrate | PI4K2A block | LDHA inh | USP1-UAF1 inh
COc1ccc(-c2nn(-c3ccc(F)cc3F)c3c2cnc2ccc(F)cc23)cc1
 : 11.6% | -3.7% | -1.7% | -0.1% | 2.2% | 7.1%[57.1 µM] | 3.5 | -2.8 | -26.6%
CCOC(=O)N1CCN(C(=O)c2cn(C)c3ccc(S(=O)(=O)N(CC)CC)cc3c2=O)CC1
 : 5.6% | -6.9% | -3.2% | 14.0% | -8.6% | 0.8% | -2.4 | -10.4 | -16.3%
N=c1sccn1CC(=O)N1CCc2ccccc21
 : 0.0% | -4.8% | 4.2% | -0.8% | -2.6% | 0.8% | -2.0 | -1.1 | -19.5%
Cc1ccc(NC(=O)CSc2ccc(-c3cccs3)nn2)cc1Cl
 : 23.4% | -3.7% | 2.0% | u | -3.7% | -1.4% | -0.4 | -17.7 | u
Cc1ncsc1CCC(=O)N1CCCC(Nc2ccc(F)c(F)c2)C1 (configuration not stated)
 : 4.8% | -4.3% | 0.5% | 1.2% | u | -8.1% | 0.8 | 3.0 | -10.6%
COc1cccc(NC(=O)COc2cccc3c2CCNC3=O)c1
 : 4.6% | -3.1% | 4.4% | 0.9% | 10.1% | 5.2% | -2.1 | -5.5 | -21.2%
O=C(/C=C/c1ccc([N+](=O)[O-])cc1)NCCSc1ccccc1
 : 5.7% | -1.4% | -8.6% | -1.1% | 2.0% | -3.1%[57.1 µM] | -3.3 | -5.0 | -13.0%

Following part:
compound	IDH1 R132H inh	Glioma ERSR ind	Vif-APOBEC3G blk	RXFP1 agonist	Vif-A3F inh	TrxR1 substrate	PI4K2A block	LDHA inh	USP1-UAF1 inh
CN(CC(=O)Nc1cccc(F)c1)C(=O)c1ccc2c(c1)S(=O)(=O)N=C1CCCCCN12	-1.8%	-1.7%	0.0%	0.7%	0.5%	-0.6%	-3.2	-5.4	-23.3%
COc1cccc(CN(C)C(=O)c2ccc(NC(=O)CC3SC(N4CCCC4)=NC3=O)cc2)c1OC (configuration not stated)	11.2%	-3.0%	1.4%	-0.1%	3.8%	-6.0%	3.4	-1.9	-8.5%
CCc1ccc(NC(=O)CC2C(=O)N(c3ccc(OC)cc3)C(=O)N2CCOC)cc1 (configuration not stated)	3.5%	-4.5%	-0.6%	0.5%	-11.3%	7.8%	-1.3	-1.5	-17.4%
COc1ccc(C2CC(=O)N3CN(Cc4ccco4)CSC3=C2C#N)cc1 (configuration not stated)	9.5%	-4.6%	-0.7%	0.6%	1.7%	-5.3%	-6.0	35.4	-24.4%
COc1ccccc1-c1ccc(SCc2ccc(F)cc2)nn1	14.4%	3.5%	3.1%	2.1%	1.1%	2.1%	-7.0	-5.3	-9.4%
CSc1nc2n(n1)C(c1cc(Br)ccc1F)C(C(=O)N(C)C)=C(C)N2 (configuration not stated)	0.8%	-4.9%	4.3%	0.5%	2.9%	0.2%	-0.2	-1.7	-24.3%
CCn1c(CN2CCN(c3ccc(Cl)cc3)CC2)nc2ccccc21	1.9%	-0.9%	-0.6%	-0.3%	1.8%	-12.8%	6.2	0.0	-26.4%
CN1CCN(/N=C/c2ccc(Br)cc2)CC1	6.2%	-3.8%	1.3%	0.2%	10.7%	-4.2%	0.8	-0.7	-12.5%
CCc1cccc(NC(=O)CN2C(=O)NC3(CCCCCCC3)C2=O)c1	2.0%	-4.3%	0.3%	2.5%	-9.8%	0.3%	1.5	0.9	-9.8%
CC1(c2ccccc2)NC(=O)N(CC(=O)Nc2ccccc2C(=O)N2CCCCC2)C1=O (configuration not stated)	-9.6%	-3.1%	0.3%	-0.3%	-4.7%	1.4%	1.7	-6.5	-14.5%
Cc1nc2nc(SCC(=O)NCc3ccccc3)nn2c(C)c1Cc1ccccc1	14.7%	-4.3%	-29.4%	3.9%	1.2%	0.3%[57.1 µM]	0.9	2.7	u
CC(C)(C)c1ccc(C(=O)NCC(=O)OCN2C(=O)c3ccccc3C2=O)cc1	3.6%	-1.1%	1.0%	1.9%	4.1%	6.6%	-2.6	2.2	-20.3%

Continuation.
compound	IDH1 R132H inh	Glioma ERSR ind	Vif-APOBEC3G blk	RXFP1 agonist	Vif-A3F inh	TrxR1 substrate	PI4K2A block	LDHA inh	USP1-UAF1 inh
CCN(C(=O)CSc1nnc(COc2ccccc2F)n1N)C1CCS(=O)(=O)C1 (configuration not stated)	-3.8%	-5.4%	4.4%	0.6%	1.3%	2.5%	0.4	-0.3	3.0%
Cc1ccc2nc(NC(=O)CCNS(=O)(=O)c3cccs3)sc2c1	2.9%	-4.8%	0.1%	0.2%	-6.5%	0.3%[57.1 µM]	1.5	-7.0	-21.2%
O=C(CSc1nnc2scc(-c3ccccc3)n12)Nc1nsc(-c2ccc(Cl)cc2)n1	5.9%	1.0%	-0.5%	x	-0.3%	5.2%	9.2	-4.8	-15.5%
CC1C(=O)N(Cc2ccc(F)cc2)c2ccccc2N1C(=O)c1c(F)cccc1F (configuration not stated)	3.3%	0.5%	-0.5%	-2.3%	1.8%	-6.2%	0.6	-0.6	-20.9%
Cc1ccc(S(=O)(=O)c2nc(-c3ccccc3Cl)oc2N2CCCCCC2)cc1	x	x	x	-2.3%	x	11.4%	-1.7	-10.5	-14.6%
CCOC(=O)C1(Nc2nccs2)Sc2ccccc2NC1=O (configuration not stated)	-3.9%	0.0%	u	-0.4%	-2.8%	4.2%[57.1 µM]	-4.7	-10.0	-17.9%
CC(=O)c1cnc(-c2cccc(Cl)c2)s1	3.3%	9.1%	-0.2%	4.8%	4.9%	1.1%	-2.9	-2.4	-13.3%
Cc1noc(C)c1CSCC(=O)N(CCC(C)C)c1c(N)n(Cc2ccccc2)c(=O)[nH]c1=O	6.8%	-4.1%	-4.3%	0.7%	2.3%	-1.7%	-5.6	2.1	-15.7%
C=CCNc1nnc(SCC(=O)N2CCC(C(N)=O)CC2)s1	-2.3%	-4.2%	-2.5%	-0.4%	1.2%	0.8%	0.4	-1.6	-23.2%
Cc1ccccc1NC(=O)NNC(=O)c1ccc2ccccc2c1O	-10.4%	0.1%	2.3%	0.8%	9.0%	43.7%[activator]	-3.4	3.6	-8.5%
O=C(C/C=N\OCc1ccc([N+](=O)[O-])cc1)Nc1ccc(F)cc1F	2.8%	-2.1%	-6.4%	-1.2%	-2.4%	2.2%[57.1 µM]	-0.7	-3.0	-19.0%
C/C(=N\N=C1/NC(=O)C(C)S1)c1ccc([N+](=O)[O-])cc1 (configuration not stated)	2.9%	-2.4%	4.8%	0.9%	1.6%	-6.5%	3.2	-8.8	0.3%
